From PubChem BioAssay
XIAP antagonists = XIAP antagonists, biochemical, IAP family, fluorescence polarization (AID 1018). displacement, % at 20 µM; hits with a dose series show IC50 in µM. hit rate 0.007% among 200,000. XIAP BIR domain, fluorescence polarization peptide displacement; higher % means a stronger effect; in the data active = displacement above about 50%; note: a part of the inactive calls stands beside numbers as strong as those of hits
TNAP activators = human TNAP enzyme activators, primary screen, biochemical, luminescent, no phosphate acceptor, uHTS (AID 1001); purified TNAP, luminescent activation assay, no phosphate acceptor; higher activation fold means a stronger effect; activation fold at 20 µM; hits with a dose series show EC50 in µM; hit rate 0.03% among 200,000; in the data active = activation fold from about 3, or a potency from the dose series; inactive = the rest, 99 in 100 with activation fold below about 1.6; note: many of its hits are not listed in these tables
P. falciparum M1AAP = malaria alanyl aminopeptidase activity blockers – biochemical, fluorogenic H-Leu-NHMec substrate, 1536-well (AID 1445); one-dose inhibition, % at 30 µM; IC50 in µM for titrated hits; recombinant M1AAP, H-Leu-NHMec fluorogenic kinetic assay; higher % means a stronger effect; hit rate 0.42% among 220,000;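 active = primary inhibition above the hit cutoff, then over 50% inhibition at one or more dose response concentrations, cut at about 23% in these data, passing the limit was not always enough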;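 note: plate controls were DMSO full reaction for no effect and no enzyme background for full effect; strong numbers were not always called active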
human PMI inhibitors = human PMI inhibitors, high substrate, primary screen, biochemical, fluorescence intensity, high mannose 6-phosphate (AID 1220) | recombinant PMI enzyme, coupled fluorescence intensity; higher % means a stronger effect | inhibition, % at 20 µM, or IC50 in µM where a hit was titrated | hit rate 0.66% among 190,000
Hep lipid drop = hepatic lipid droplet formation modulation; inhibition, % at 6.5 µM; AML12 mouse hepatocytes, oleate lipid droplets, BODIPY imaging; hit rate 0.4% among 240,000;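 active = lipid droplet intensity inhibited by at least 50%, with more than 500 cells counted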
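System: AML12 hepatocytes (mouse). Probe or stimulus: oleic acid at 100 µM to induce lipid droplet formation. Times: overnight treatment with compound plus oleate. Detection: Image-based BODIPY and DAPI two-channel analysis. Evaluation: percent inhibition of filter-corrected integrated lipid droplet intensity per well.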
SIAH1 antagonists = blockers of Siah-1 interaction with plectin peptide – biochemical, fluorescence polarization, rhodamine-plectin, uHTS, primary screen (AID 1817); Siah-1 / rhodamine-plectin peptide fluorescence polarization; higher % means a stronger effect; hit rate 0.02% among 290,000; one-dose displacement, % at 20 µM; IC50 in µM for titrated hits;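 active = displacement of at least 50% at 20 µM, with a fluorescence ratio check between 0.3 and a set limit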;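 note: plate controls were Siah plus tracer with DMSO for no effect and tracer alone without Siah for full effect; strong numbers were not always called active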
PMI inhibitors = MPI enzyme activity inhibition – biochemical, fluorescence intensity, coupled assay, primary screen (AID 1209) | purified PMI enzyme, coupled fluorescence intensity; higher % means a stronger effect | inhibition, % at 20 µM, or IC50 in µM where a hit was titrated | hit rate 0.42% among 190,000;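 note: plate controls were DMSO vehicle for no effect and wells lacking substrate for full effect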
K1F lysis inhibition = inhibition of K1F phage lysis, E. coli UTI89, bacterial capsule biogenesis inhibitors, alamar blue (AID 488966); E. coli UTI89 K1F phage lysis, alamar blue, 2 h; higher % means a stronger effect; inhibition, % at 100 µM; hits with a dose series show IC50 in µM; hit rate 0.02% among 340,000;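 active = phage lysis inhibition, versus mean bacterial control, above a set limit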;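 note: capsule biogenesis inhibitors block K1F phage lysis so surviving cells raise fluorescence; higher fluorescence means more inhibition of phage lysis; actives were called in the ten point dose series up to 300 µM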
M17LAP inhibition = P. falciparum M17LAP inhibitors, primary screen, biochemical, fluorogenic H-Leu-NHMec substrate, 1536-well (AID 1619); recombinant M17LAP, H-Leu-NHMec fluorogenic kinetic assay; higher % means a stronger effect; inhibition, % at 30 µM, or IC50 in µM where a hit was titrated; hit rate 0.38% among 220,000;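 active = compound inhibiting the enzyme by more than half at any dose during confirmatory dose-response retesting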;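 note: plate controls were full reaction with DMSO carrier for no effect and no enzyme background for full effect; strong numbers were not always called active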
Hep lipid drop cells 6.5 µM = recorded beside Hep lipid drop, whose call it bears; cell count; measured here: cell count, cytotoxicity flag;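 cells counted across two imaged fields per well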
Active calls of the source: *; nt = not tested or not shown; [ ] = dose if it differs, or a comment. Cut-off read from the data, not from the text of the source, unless noted: active = inhibition above about 50%; inactive = the rest.

1	COc1ccccc1N1CCN(c2nc(N)c(C#N)c(CC#N)c2C#N)CC1
2	CCOc1ccc(C(=O)NCCCN(CC)CC)cc1
3	Cc1nc2ccc(S(=O)(=O)NCC(=O)N3CCOCC3)cc2s1
4	CCC(=O)Nc1ccccc1-c1nnn(CC(=O)N2c3ccccc3CC2C)n1 (stereo not given)
5	CC1=CC(=O)CC2C1(C)CCC(C)C2(C)CCC(C)CC(=O)O (stereo not given)
6	COC(=O)[C@H](C)NC(=O)NCc1ccc(S(N)(=O)=O)cc1
7	O=C(COc1cccc(C(F)(F)F)c1)NCCCN1CCCC1=O
8	O=C(c1ccc(-c2ccccc2)c(F)c1)C1CCCN(CCCn2cccn2)C1 (stereo not given)

assay / entry | 1 | 2 | 3 | 4 | 5 | 6 | 7 | 8
SIAH1 antagonists | 2.1% | 0.5% | -1.3% | -3.7% | -4.3% | 2.8% | 4.7% | -2.7%
M17LAP inhibition | -5.2% | 14.4% | -1.1% | -3.0% | -14.6% | -4.1% | 5.9% | -16.2%
XIAP antagonists | -4.5% | 0.4% | -7.9% | -4.1% | nt | nt | -4.5% | nt
K1F lysis inhibition | 4.0% | 3.0% | 1.3% | 4.1% | 4.0% | 1.0%[50 µM] | 0.0% | 0.4%
TNAP activators | 0.9 | 1.1 | 1 | 1.1 | nt | nt | 1.1 | nt
PMI inhibitors | 5.5% | 6.3% | 1.4% | 13.0% | nt | nt | 8.6% | nt
P. falciparum M1AAP | 16.8% | 3.0% | 1.6% | 0.8% | -1.8% | 5.5% | 7.0% | 2.3%
human PMI inhibitors | 20.6% | 4.9% | -0.9% | 3.6% | nt | nt | 4.2% | nt
Hep lipid drop | nt | nt | nt | -3.7 | 5.0 | 4.0 | 7.5 | 15.3
Hep lipid drop cells 6.5 µM | nt | nt | nt | 740 | 732 | 757 | 756 | 718

9	CCOC(=O)c1ccc(NC(=O)C23CCC(C)(C(=O)O2)C3(C)C)cc1 (stereo not given)
10	CCOc1ccc(-c2nc(-c3ccccc3C)no2)cc1
11	Cc1ccc(S(=O)(=O)n2ccc(-c3ccc(OCc4c(F)cccc4Cl)cc3)n2)cc1
12	Cn1c(=O)c2c(nc(Oc3ccc4c(c3)OCO4)n2Cc2ccc(Br)cc2)n(C)c1=O
13	Cc1c(Cl)cccc1-c1ccc(/C=N/n2cnnc2)o1
14	Cc1ccc(S(=O)(=O)N2c3ccccc3-c3c(ssc3=S)C2(C)C)cc1
15	CC1CCN(C2(O)C(=O)Nc3ccc(Br)cc32)CC1 (stereo not given)
16	CC(=O)Nc1cc(C(=O)N2CCN(C)CC2)ccc1Sc1ccc(C)cc1

assay / entry | 9 | 10 | 11 | 12 | 13 | 14 | 15 | 16
SIAH1 antagonists | -2.7% | -2.9% | 8.7% | 14.6% | -1.1% | -9.8% | 5.8% | -3.2%
M17LAP inhibition | 16.3% | nt | -4.9% | -2.2% | 2.7% | -1.7% | 7.0% | -1.9%
XIAP antagonists | -7.6% | -8.9% | -3.2% | nt | -1.8% | -7.5% | -4.2% | -13.7%
K1F lysis inhibition | 0.5% | nt | 0.0% | nt | 0.3% | -0.5% | 0.4% | 4.0%
TNAP activators | 1.1 | 1 | 1.1 | nt | 1.1 | 0.8 | 1.1 | 1.1
PMI inhibitors | -1.7% | 14.9% | 3.3% | nt | 6.2% | 22.4% | -1.8% | 9.6%
P. falciparum M1AAP | 3.6% | nt | 2.5% | -2.0% | 14.4% | 5.7% | 17.7% | 2.1%
human PMI inhibitors | -5.8% | 11.4% | -1.4% | nt | -1.0% | 12.3% | -1.3% | 5.2%
Hep lipid drop | -0.9 | 14.5 | -11.4 | 25.6 | 11.6 | 34.4 | 2.4 | 2.0
Hep lipid drop cells 6.5 µM | 737 | 685 | 705 | 792 | 791 | 698 | 683 | 770

17	Cc1cc(C)nc(N2CCCC(C(=O)NNC(=O)c3ccncc3)C2)n1 (stereo not given)
18	O=C(C1=C[C@@H](c2ccc(C(F)(F)F)cc2)C[C@@H](OCc2ccc(CO)cc2)O1)N1CCN(Cc2ccc3c(c2)OCO3)CC1
19	O=C(Nc1nnc(CSCc2ccccc2F)s1)c1cccc([N+](=O)[O-])c1
20	NC(=O)C1CCN(CC(=O)Nc2cccnc2Cl)CC1
21	O=Nc1c(O)[nH]c2c(F)cccc12
22	Cn1c(SCc2nc(-c3ccccc3)no2)nnc1-c1cccs1
23	CC(C)CC(COCc1ccc(Cl)cc1)N1CCN(C(=O)c2cccc(C(F)(F)F)c2)CCC1=O (stereo not given)
24	CN(C)c1ccc(CNC(=O)C2CCN(S(=O)(=O)c3ccc4c(c3)CCC(=O)N4)CC2)cc1

assay / entry | 17 | 18 | 19 | 20 | 21 | 22 | 23 | 24
SIAH1 antagonists | 1.5% | 1.8% | 2.0% | -7.6% | 1.0% | -2.3% | 0.7% | -4.2%
M17LAP inhibition | 6.6% | -7.4% | -7.2% | -8.7% | 13.4% | 10.9% | -5.5% | -2.1%
XIAP antagonists | nt | 2.0% | -0.8% | 2.7% | 1.6% | 0.8% | -20.5% | -4.3%
K1F lysis inhibition | 1.0% | -0.8% | 2.4% | 0.4% | -2.0% | -0.3% | -1.9% | 6.1%
TNAP activators | nt | 1.1 | 1.1 | 1.2 | 1.1 | 1.1 | 1 | 1.1
PMI inhibitors | nt | 14.0% | 31.6% | -4.0% | 1.4% | 0.5% | -2.9% | -1.8%
P. falciparum M1AAP | 3.5% | -3.1% | 2.7% | -4.3% | -2.1% | -3.3% | 3.9% | 5.8%
human PMI inhibitors | nt | 13.3% | 8.5% | -3.1% | 0.2% | 3.4% | -3.8% | -18.6%
Hep lipid drop | -7.1 | -8.8 | 28.5 | 19.3 | -23.1 | -3.7 | -1.7 | nt
Hep lipid drop cells 6.5 µM | 690 | 717 | 615 | 723 | 637 | 729 | 738 | nt

Next section, starting with the last two of the part before.
23	CC(C)CC(COCc1ccc(Cl)cc1)N1CCN(C(=O)c2cccc(C(F)(F)F)c2)CCC1=O (stereo not given)
24	CN(C)c1ccc(CNC(=O)C2CCN(S(=O)(=O)c3ccc4c(c3)CCC(=O)N4)CC2)cc1
25	CCCCC(CCC(=O)Nc1ccc(C(=O)OCC)cc1)C(=O)O (stereo not given)
26	O=C(NCCCn1ccnc1)c1cccc(S(=O)(=O)NCc2ccccc2)c1
27	Cc1ccc(C2=NN=C(NC(=O)CSc3nnc4c5ccccc5n(C)c4n3)SC2)cc1
28	Fc1ccc2nc(Nc3nc4c(F)cccc4s3)sc2c1
29	C/C(=N\NC(=O)c1ccc(CSc2nc(C)cc(C)n2)cc1)c1ccco1
30	O=C(OCC(=O)N1CCN(c2ccccc2)CC1)c1ccc[n+]([O-])c1
31	CCC(=O)Nc1ccc(C(=O)Nc2cccc(OC)c2)cc1
32	CCOc1ccc(N2CC(C(=O)NCCCN3CCOCC3)CC2=O)cc1 (stereo not given)

assay / entry | 23 | 24 | 25 | 26 | 27 | 28 | 29 | 30 | 31 | 32
SIAH1 antagonists | 0.7% | -4.2% | 1.8% | 7.8% | 7.7% | -5.6% | 2.2% | -5.3% | -2.1% | 0.5%
M17LAP inhibition | -5.5% | -2.1% | 15.7% | -12.4% | 17.6% | -36.5% | -0.6% | 0.6% | 6.6% | -10.4%
XIAP antagonists | -20.5% | -4.3% | -7.3% | -3.6% | -4.7% | -0.3% | -3.7% | -4.7% | -3.7% | -2.9%
K1F lysis inhibition | -1.9% | 6.1% | 0.0% | 0.4% | 5.7% | 7.8% | 0.9% | 0.0% | 0.4% | 0.2%
TNAP activators | 1 | 1.1 | 1.1 | 1 | 0.9 | 2 | 1.2 | 1 | 1.2 | 1.1
PMI inhibitors | -2.9% | -1.8% | -1.2% | -9.8% | -0.4% | 4.4% | 3.8% | -21.2% | -5.3% | 4.5%
P. falciparum M1AAP | 3.9% | 5.8% | -4.0% | 7.3% | 7.6% | -12.4% | -0.1% | 3.7% | 2.4% | -1.4%
human PMI inhibitors | -3.8% | -18.6% | -4.6% | -3.9% | -2.0% | -0.1% | 4.1% | -16.4% | -5.2% | 2.6%
Hep lipid drop | -1.7 | nt | -2.6 | -4.1 | 0.9 | -14.0 | -2.1 | -13.0 | 1.8 | -2.3
Hep lipid drop cells 6.5 µM | 738 | nt | 730 | 749 | 751 | 620 | 668 | 647 | 795 | 688

Taken from above:
TNAP activators with `O=C(NCCCn1ccnc1)c1cccc(S(=O)(=O)NCc2ccccc2)c1` is entered as 1
PMI inhibitors with `Cc1ccc(C2=NN=C(NC(=O)CSc3nnc4c5ccccc5n(C)c4n3)SC2)cc1` is entered as -0.4%
TNAP activators with `CCCCC(CCC(=O)Nc1ccc(C(=O)OCC)cc1)C(=O)O` (stereo not given) is entered as 1.1
K1F lysis inhibition with `C/C(=N\NC(=O)c1ccc(CSc2nc(C)cc(C)n2)cc1)c1ccco1` is entered as 0.9%
SIAH1 antagonists with `Fc1ccc2nc(Nc3nc4c(F)cccc4s3)sc2c1` is entered as -5.6%

Other entries:
33	Cc1cc(=O)n(C)c(=O)n1CCCCOc1ccc([N+](=O)[O-])cc1
34	Cn1cccc1/C=N/n1c(-c2ccc(C(C)(C)C)cc2)n[nH]c1=S
35	COc1cccc(CC2(CO)CCCN(Cc3cn[nH]c3-c3ccc(F)cc3)C2)c1 (stereo not given)
36	CCOC(=O)NN1C(=O)c2ccccc2NC1c1ccc(N(C)C)cc1 (stereo not given)
37	O=C1[C@H]2[C@@H](C(=O)N1c1cc(Cl)cc(Cl)c1)[C@]1(C(=O)Nc3ccccc31)N1CCC[C@@H]21
38	COc1cc(C(=O)c2cocc2C(=O)c2ccc3c(c2)OCO3)cc(OC)c1OC
39	Cc1cc(Oc2cnn(C(C)(C)C)c(=O)c2Cl)cc(C(C)C)c1
40	O=C(C1CCN(c2nnc(-n3cccc3)s2)CC1)N1CCN(c2cccc(C(F)(F)F)c2)CC1

assay / entry | 33 | 34 | 35 | 36 | 37 | 38 | 39 | 40
SIAH1 antagonists | 0.8% | 3.7% | -4.7% | -3.2% | 0.4% | 1.9% | 5.1% | 9.2%
M17LAP inhibition | 7.9% | 1.2% | 3.7% | 0.2% | 5.4% | 12.5% | 15.3% | 2.2%
XIAP antagonists | 3.6% | -4.8% | 1.9% | -8.0% | -7.2% | nt | -3.3% | -5.6%
K1F lysis inhibition | -1.1% | 0.3% | 0.0% | 2.2%[50 µM] | 4.8% | 0.1% | -0.1% | -0.1%
TNAP activators | 1.1 | 0.7 | 1 | 1.3 | 1 | nt | 1 | 1
PMI inhibitors | 0.0% | 13.4% | 13.4% | -5.6% | 10.1% | nt | 9.9% | 11.0%
P. falciparum M1AAP | -10.4% | 10.3% | 8.0% | 1.3% | 9.0% | 2.7% | -0.2% | -4.1%
human PMI inhibitors | 3.7% | 5.3% | 8.0% | -11.2% | 9.2% | nt | 10.3% | 10.0%
Hep lipid drop | -18.5 | nt | -18.3 | 29.7 | nt | -32.5 | -28.2 | nt
Hep lipid drop cells 6.5 µM | 622 | nt | 702 | 639 | nt | 529 | 771 | nt
